# Assay outcomes from PubChem.
# SENP6 inh: blocks the human protease SENP6; Q9GZR1; Recombinant SENP6 catalytic domain, aminoluciferin luminescence; inhibition, % at 10 µM; 330,000 compounds, 1.8% hits;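 active = inhibition above about 50% at the single tested dose, limit read from the data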;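 note: plate controls were DMSO wells with enzyme for no effect and DMSO wells lacking enzyme for full effect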
# Target sequence (Q9GZR1 628-1112 limits assumed): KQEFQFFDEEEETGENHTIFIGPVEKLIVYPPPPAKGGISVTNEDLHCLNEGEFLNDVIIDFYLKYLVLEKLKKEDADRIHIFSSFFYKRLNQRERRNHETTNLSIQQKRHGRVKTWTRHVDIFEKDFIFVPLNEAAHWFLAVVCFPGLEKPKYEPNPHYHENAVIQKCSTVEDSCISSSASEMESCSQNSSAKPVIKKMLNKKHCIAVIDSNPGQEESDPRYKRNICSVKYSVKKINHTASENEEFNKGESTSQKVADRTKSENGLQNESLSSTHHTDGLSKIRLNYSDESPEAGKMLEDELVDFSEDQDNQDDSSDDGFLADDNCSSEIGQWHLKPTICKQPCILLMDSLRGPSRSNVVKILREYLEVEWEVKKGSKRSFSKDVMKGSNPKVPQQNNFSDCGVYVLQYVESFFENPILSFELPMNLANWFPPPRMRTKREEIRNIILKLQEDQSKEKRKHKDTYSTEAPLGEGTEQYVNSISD
# hIAP act: increases human intestinal alkaline phosphatase activity; P09923; purified human IAP, CDP-Star luminescence, 30 min; hits give high values; 1 = vehicle-only enzyme, 0 = enzyme-free background; activation factor at 10 µM; 330,000 compounds, 0.16% hits;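 active = activation factor of the enzyme at least 2-fold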; note: the source names both 10 and 20 µM as test concentration; values of inactives mirror those of a sister screen read the other way
# MPTP block: blocks calcium-induced mitochondrial swelling; inhibition, % at 10 µM; isolated mouse mitochondria, Ca2+ swelling absorbance, 30 min; AID 602449; 360,000 compounds, 1.4% hits;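 active = inhibition of 50% or more, scaled per plate between neutral and stimulator controls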;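 note: 0% = DMSO wells given calcium and 100% = 1 mM EGTA wells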
# GRIN3A LBD mod: modulates the human NR3A ligand-binding domain; AID 1259313; 340,000 compounds, 2.5% hits; NR3A LBD differential scanning fluorimetry, Tm shift; 0% = protein alone, 100% = glycine-bound protein; Tm shift relative to glycine control, % at 25 µM;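 active = melting temperature shift of at least 10% of the positive control shift, at one fixed dose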
# SENP8 block: blocks human SENP8 cleavage of Nedd8 substrate | Q96LD8 | 360,000 compounds, 0.64% hits | recombinant SENP8, Nedd8 substrate fluorescence | inhibition, % at 20 µM; in the data active = inhibition mostly above about 40%, no sharp cut-off; inactive = mostly below about 27%
# Target sequence (Q96LD8 whole entry, looked up): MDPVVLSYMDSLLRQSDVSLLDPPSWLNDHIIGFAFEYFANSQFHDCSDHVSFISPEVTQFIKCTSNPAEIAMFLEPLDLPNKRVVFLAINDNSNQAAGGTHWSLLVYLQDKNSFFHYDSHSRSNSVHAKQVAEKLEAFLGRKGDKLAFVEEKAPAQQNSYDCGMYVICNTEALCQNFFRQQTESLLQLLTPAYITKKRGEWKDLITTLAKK
# ATG4B inh: blocks human ATG4B protease cleavage of LC3 substrate; ATG4B cleavage of LC3-PLA2, NBD-HPC fluorescence, 1 h; inhibition, % at 8.33 µM; 340,000 compounds, 0.51% hits; in the data active = inhibition above about 40%
# PfG6PD inh: PfG6PD (Plasmodium falciparum) enzyme inhibition; PfGluPho enzyme, NADPH resazurin-diaphorase fluorescence; inhibition, % at 20 µM; 350,000 compounds, 0.78% hits; AID 504690;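 active = inhibition reaching at least a set limit at 20 µM in the primary screen, cut at about 59% in these data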;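 note: 0% = DMSO wells with substrate and 100% = DMSO wells lacking glucose-6-phosphate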
# SENP1 inh: blocks the human SENP1 SUMO protease catalytic domain. Q9P0U3. 360,000 compounds, 0.21% hits. recombinant SENP1 catalytic domain, CyPet-SUMO1-YPet FRET cleavage. AID 624204. inhibition, % at 10 µM;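 active = inhibition at least 30% at 10 µM, raw YFP signal under a set limit, fluorescence ratio 0.5 to 1.5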;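 note: 0% = enzyme with DMSO and 100% = no enzyme wells; some results filed as inactive read as strong as hits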
# Target sequence (Q9P0U3 419-644 limits assumed): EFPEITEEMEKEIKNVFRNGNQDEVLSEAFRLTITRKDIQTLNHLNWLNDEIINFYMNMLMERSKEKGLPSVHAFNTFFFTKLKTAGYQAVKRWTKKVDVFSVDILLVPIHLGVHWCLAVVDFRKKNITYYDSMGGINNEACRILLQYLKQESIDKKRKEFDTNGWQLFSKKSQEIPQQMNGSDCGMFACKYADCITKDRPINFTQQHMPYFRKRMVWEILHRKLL
#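 Controls: no-enzyme wells low, DMSO-plus-enzyme wells high control. Test system: human recombinant His6-tagged SENP1 catalytic domain enzyme. Reagent: SFCypet-SUMO1-SFYpet FRET protein substrate, 25 nM final. Doses: one dose per compound, 10 µM, 0.5% DMSO. Detection: FRET, CFP and YFP emission. Timing: 50 min reaction at room temperature.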
# Numbers without * were called inactive; . = not tested or not shown.
entry	Structure	SENP6 inh	hIAP act	MPTP block	GRIN3A LBD mod
1	COC(=O)c1c(-c2cccnc2)csc1NC(=O)c1ccc2c(c1)OCO2	72*	1.3	-0.1	0
2	Cc1ccc(C(=O)N(Cc2cccs2)C2CCS(=O)(=O)C2)cc1 (stereo not given)	-2	0.58	-1.7	2
3	c1ccc2[nH]c(-c3ccc4c(c3)OCO4)nc2c1	96*	1.1	2.2	-5
4	CCc1ccccc1NC(=S)Nn1cnnc1	10	1.2	1.2	.
5	Cc1ccc(CNC(=O)C2CCN(S(=O)(=O)N3CCC4(CC3)OCCO4)CC2)cc1	11	1	-1.3	4
6	Cc1ccc2cc(CN(Cc3cccs3)Cc3nnnn3CC3CCCO3)c(=O)[nH]c2c1C (stereo not given)	.	.	1.0	-3
7	CCOC(=O)c1ccc(NC(=O)C2CCCN(c3cnccn3)C2)cc1 (stereo not given)	-22	0.77	-0.4	-1
8	Cc1ccc(N(CC(=O)Nc2ccc(F)cc2)S(=O)(=O)N2CCCC2)cc1	-19	1	0.4	4
9	Cc1cc(C(=O)OCC(=O)c2cccs2)ccc1[N+](=O)[O-]	-16	0.96	-0.8	0
10	CC(NC(=O)c1ccc(OC2CCN(Cc3ccccn3)CC2)cc1)c1nccs1 (stereo not given)	-18	0.95	2.3	2
11	CC(=O)N(C1=C(N2CCOCC2)C(=O)c2ccccc2C1=O)c1ccc(C(=O)O)cc1	18	0.94	3.7	-2
12	COc1ccc(NC(=O)C(CC(C)C)NS(=O)(=O)c2ccc3c(c2)CCN3C(C)=O)cc1OC (stereo not given)	-13	1.1	3.2	0

entry	SENP8 block	ATG4B inh	PfG6PD inh	SENP1 inh
1	-465	8	21	-16
2	11	3	-7	2
3	-134	-5	53	0
4	14	.	.	2
5	13	3	-3	2
6	-30	8	1	0
7	-316	6	3	2
8	32	-9	14	1
9	11	13	16	1
10	-4	3	-14	-8
11	18	4	50	0
12	13	-5	8	-1

# Three records drawn at random from those above, as already listed:
entry	Structure	SENP6 inh	hIAP act	MPTP block	GRIN3A LBD mod
10	CC(NC(=O)c1ccc(OC2CCN(Cc3ccccn3)CC2)cc1)c1nccs1 (stereo not given)	-18	0.95	2.3	2
5	Cc1ccc(CNC(=O)C2CCN(S(=O)(=O)N3CCC4(CC3)OCCO4)CC2)cc1	11	1	-1.3	4
11	CC(=O)N(C1=C(N2CCOCC2)C(=O)c2ccccc2C1=O)c1ccc(C(=O)O)cc1	18	0.94	3.7	-2

entry	SENP8 block	ATG4B inh	PfG6PD inh	SENP1 inh
10	-4	3	-14	-8
5	13	3	-3	2
11	18	4	50	0

# Returning to the listing; the five compounds before the break are reprinted first.
entry	Structure	SENP6 inh	hIAP act	MPTP block	GRIN3A LBD mod
8	Cc1ccc(N(CC(=O)Nc2ccc(F)cc2)S(=O)(=O)N2CCCC2)cc1	-19	1	0.4	4
9	Cc1cc(C(=O)OCC(=O)c2cccs2)ccc1[N+](=O)[O-]	-16	0.96	-0.8	0
10	CC(NC(=O)c1ccc(OC2CCN(Cc3ccccn3)CC2)cc1)c1nccs1 (stereo not given)	-18	0.95	2.3	2
11	CC(=O)N(C1=C(N2CCOCC2)C(=O)c2ccccc2C1=O)c1ccc(C(=O)O)cc1	18	0.94	3.7	-2
12	COc1ccc(NC(=O)C(CC(C)C)NS(=O)(=O)c2ccc3c(c2)CCN3C(C)=O)cc1OC (stereo not given)	-13	1.1	3.2	0
13	Cc1noc(C)c1S(=O)(=O)N1CCC(C(=O)NCCc2ccc(S(N)(=O)=O)cc2)CC1	-7	1.1	-1.0	11*
14	O=C(N/C(=C/c1cccnc1)C(=O)N1CCOCC1)c1ccccc1	-1	1.1	3.6	-4
15	Cc1ccc(S(=O)(=O)c2ccc(Oc3cccc(C)c3)cc2)cc1	-3	0.89	2.7	4
16	O=C(CN(CCc1ccccc1)S(=O)(=O)c1ccc(Br)cc1)N/N=C/c1ccc2c(c1)OCO2	-17	1.1	6.7	-16
17	O=C1NC(c2ccc(Br)cc2)=N/C1=C/c1ccco1	4	0.84	2.8	4
18	CCOC(=O)C1CCN(C(=O)CN(c2cccc(C(F)(F)F)c2)S(C)(=O)=O)CC1	-1	1	0.3	2
19	CCNC(=S)N(Cc1cc2cc(C)cc(C)c2[nH]c1=O)C1CCCC1	-1	0.93	1.2	-3
20	C=CCNC(=O)COC(=O)/C=C/c1cccs1	-1	0.93	0.0	-2
21	COc1ccc(S(N)(=O)=O)cc1C(=O)OCC(=O)N1CC(=O)Nc2ccccc21	-19	0.84	1.6	0
22	N#CCC1c2ccccc2CCN1C(=O)Nc1cccc(Cl)c1 (stereo not given)	-6	0.96	1.4	-4
23	COc1ccc(N=Nc2cc(OC)c(N)cc2OC)cc1	.	.	2.5	0
24	O=C(CN(C(=O)c1csnn1)c1cccc(C(F)(F)F)c1)NC1CCCC1	9	0.89	0.6	1

entry	SENP8 block	ATG4B inh	PfG6PD inh	SENP1 inh
8	32	-9	14	1
9	11	13	16	1
10	-4	3	-14	-8
11	18	4	50	0
12	13	-5	8	-1
13	-8	-7	-2	0
14	8	5	22	2
15	8	15	13	-1
16	14	-2	-16	0
17	-69	-8	19	-58
18	0	-7	-1	0
19	-56	1	10	2
20	14	0	2	2
21	1	-6	7	-3
22	6	-1	15	-2
23	42*	-3	36	6
24	20	0	-12	2

entry	Structure	SENP6 inh	hIAP act	MPTP block	GRIN3A LBD mod
25	CCCCCc1c(C)nc(Nc2nc(C)c3cc(OC)ccc3n2)[nH]c1=O	-12	2.1*	-3.4	2
26	Cc1cccc(N(C(=O)c2snc(C(N)=O)c2N)C(C(=O)NC2CCCC2)c2ccco2)c1 (stereo not given)	-24	0.81	0.0	-3
27	Cc1ccc2[nH]c3c(NCCCN4CCCC4=O)ncnc3c2c1	-28	1.1	3.9	1
28	O=C(N=C1c2ccccc2CN1c1ccc(F)c(F)c1)c1cccnc1	19	0.95	0.8	-1
29	COC(=O)c1cc(OC)c(OC)cc1NC(=O)c1ccc(OC)cc1	-6	1.1	-0.2	1
30	CCC1(C)Cc2c(sc3nc(SC)nc(NCCN(C)C)c23)CO1 (stereo not given)	-6	1	-2.0	0
31	O=C(CCNC(=O)c1ccccc1Cl)NCC(c1ccco1)N1CCCC1 (stereo not given)	1	1	-2.7	-2
32	Cc1ccnc(NCc2c(O)ccc3ccccc23)c1	-17	0.92	1.6	-6
33	COc1ccc(-c2nc(-c3cccs3)c(-c3cccs3)[nH]2)cc1O	-10	1.2	-0.3	-3
34	CCOC(=O)c1sc(NC(=O)CCN2CCCCCC2)c(C(=O)OCC)c1C	1	1.1	-1.1	2
35	COC(=O)c1c(NC(C)=O)sc(C(=O)Nc2ccccc2F)c1C	1	0.99	-3.9	0
36	CCCCCC(=O)Nc1ccc(N2CCN(S(C)(=O)=O)CC2)cc1	-2	1.1	0.4	1

entry	SENP8 block	ATG4B inh	PfG6PD inh	SENP1 inh
25	36	-4	-17	0
26	-313	19	3	-24
27	-475	1	13	-2
28	2	6	-4	2
29	-26	-6	0	2
30	-23	9	17	-3
31	-30	4	-6	-8
32	-9	2	4	1
33	-432	15	11	-10
34	-58	-3	9	-7
35	-4	-4	19	-1
36	10	7	-3	-1

entry	Structure	SENP6 inh	hIAP act	MPTP block	GRIN3A LBD mod
37	O=C(Cc1c(F)cccc1Cl)Nc1ccccc1-c1ccccc1	-10	1	1.1	0
38	CN(C)S(=O)(=O)c1ccc(N2CCCC2)c(C(=O)NNC(=O)c2ccc(Br)cc2)c1	-1	1.1	0.2	2
39	CCCn1cnc2scc(-c3ccc(OC)cc3)c2c1=O	3	0.9	-1.0	2
40	CC(Sc1ccccc1)C(=O)N1CCN(S(=O)(=O)c2ccccc2F)CC1 (stereo not given)	-4	0.98	0.6	-5
41	COc1ccc(NC(=O)CSc2nc3c(c(=O)n2-c2ccc(F)cc2)SCC3)c(OC)c1	-12	1.1	0.1	-1
42	Cc1cc([N+](=O)[O-])ccc1NC(=O)c1cncc(Br)c1	4	0.99	0.7	-5
43	CN(CCc1ccccn1)S(=O)(=O)c1ccc(F)cc1	-10	1.1	-0.3	-2
44	N#Cc1cnc(SCC(=O)NNC(=O)COc2cccc3ccccc23)nc1N	1	1.1	1.1	0
45	NS(=O)(=O)c1cc(C(=O)Nc2ccc3c(c2)CCC3)ccc1Cl	-5	0.98	-0.7	-7
46	O=C(NCC(c1ccco1)N1CCN(c2ccc(F)cc2)CC1)c1ccc2c(c1)OCO2 (stereo not given)	-10	1.1	-2.6	1
47	CCCN(CCC)C(=O)c1c(C)[nH]c(C(=O)OCC)c1C	-10	0.98	-2.8	.
48	CCOC(=O)c1sc2nc(NC(=O)C3CCCCC3)sc2c1C	14	0.92	2.5	2

entry	SENP8 block	ATG4B inh	PfG6PD inh	SENP1 inh
37	5	13	-9	0
38	-106	-7	-17	-1
39	-40	-5	20	-3
40	6	-1	-2	2
41	8	2	-3	2
42	4	1	-3	0
43	5	0	0	2
44	-73	-20	6	-84
45	4	-2	3	1
46	18	-10	4	-1
47	-5	.	.	-2
48	-226	1	8	-66

# Records listed so far printed as active in hIAP act:
entry | Structure | SENP6 inh | hIAP act | MPTP block | GRIN3A LBD mod | ATG4B inh | PfG6PD inh | SENP1 inh
25 | CCCCCc1c(C)nc(Nc2nc(C)c3cc(OC)ccc3n2)[nH]c1=O | -12 | 2.1* | -3.4 | 2 | -4 | -17 | 0

# Continued.
entry	Structure	SENP6 inh	hIAP act	MPTP block	GRIN3A LBD mod
49	CC1CCN(C(=O)c2cc3ccccc3cc2O)CC1	-10	1.2	-0.7	-1
50	Cc1ccc(NC(=O)C2COc3ccccc3O2)cc1S(=O)(=O)N1CCCCC1 (stereo not given)	-21	0.98	-3.6	-3
51	CC(C)c1ccc(N2C(=O)CSC23C(=O)N2CCCc4cccc3c42)cc1 (stereo not given)	1	1.1	-2.2	-1
52	O=C(CSc1nc(-c2ccccc2)nc2ccc(F)cc12)Nc1ccc(C(=O)O)cc1	-15	1.1	-1.7	16*
53	O=C(NCCN1CCOCC1)c1cccc(S(=O)(=O)N2CCCCC2)c1	3	1.5	1.0	2
54	COc1ccc(NC(=O)CSc2nnc(-c3cc(C)[nH]n3)n2N)cc1	-7	0.93	-2.0	0
55	O=C(Oc1cccc2c(OC(=O)N3CCOCC3)cccc12)N1CCOCC1	-6	0.96	-0.5	0
56	CC(C)CNS(=O)(=O)c1ccc(OCC(=O)NCc2ccco2)cc1	-8	0.97	-1.4	4
57	O=C(C1CCCO1)N1CCN(C(=S)Nc2ccc(Cl)cc2)CC1 (stereo not given)	-42	0.93	0.9	2
58	Cn1cc(-c2nnnn2-c2ccccc2)c(=O)c2ccccc21	2	1.2	0.1	-1
59	Cc1ccccc1C(=O)c1cccn1CC(=O)NCc1ccccc1Cl	-2	0.92	0.1	0
60	O=C(O)CC1SC(=O)N(Cc2ccccc2)C1=O (stereo not given)	-16	0.85	-0.2	0
61	Cc1ccc(N(C(=O)NC2CCCCC2)C2=NCCCCC2)cc1	-27	1	2.4	0
62	O=C1CN(C(=O)COC(=O)c2cccs2)c2ccccc2N1	-2	0.94	-0.4	-2

entry	SENP8 block	ATG4B inh	PfG6PD inh	SENP1 inh
49	-25	7	2	4
50	-1	0	16	0
51	8	-12	-4	1
52	9	4	-39	-5
53	-5	0	-1	3
54	5	-4	0	0
55	-2	-1	-10	0
56	14	4	-19	2
57	20	-5	-5	2
58	24	4	0	2
59	6	36	-2	1
60	17	-6	-16	1
61	5	30	4	0
62	-12	2	5	-7
